PDI turbidity = inhibitors of human PDI, primary screen, biochemical, turbidity, single point, plate reader. Protein disulfide-isomerase (Homo sapiens), P07237. PDI insulin aggregation turbidity, A650, 90 min. inhibition, % at 10 µM. 350,000 tested, 0.052% active. AID 588391, 2011;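 active = mean inhibition across replicates of 30% or more, whatever share of single replicates reach that level; inconclusive = mean inhibition below 30% while every single replicate reaches 30%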;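 note: absorbance from insulin aggregation driven by PDI reduction with DTT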
Target sequence (P07237 whole entry, looked up): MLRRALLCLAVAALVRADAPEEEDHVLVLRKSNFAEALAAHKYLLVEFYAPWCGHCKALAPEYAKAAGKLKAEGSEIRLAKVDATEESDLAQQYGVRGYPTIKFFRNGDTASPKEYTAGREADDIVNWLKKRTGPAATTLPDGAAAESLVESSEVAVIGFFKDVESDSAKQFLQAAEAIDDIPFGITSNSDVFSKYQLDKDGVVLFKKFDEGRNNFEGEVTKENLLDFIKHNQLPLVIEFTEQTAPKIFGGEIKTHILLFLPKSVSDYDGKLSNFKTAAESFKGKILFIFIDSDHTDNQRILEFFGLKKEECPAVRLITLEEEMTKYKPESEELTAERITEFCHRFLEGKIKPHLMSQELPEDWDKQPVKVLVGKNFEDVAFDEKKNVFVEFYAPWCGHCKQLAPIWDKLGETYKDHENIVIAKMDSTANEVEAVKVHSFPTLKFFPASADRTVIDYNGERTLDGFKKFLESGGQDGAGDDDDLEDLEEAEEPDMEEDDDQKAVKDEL
aDG glyco up = activators of alpha-DG glycosylation, primary screen, uHTS, Pro5-aDG cells, AlphaScreen; alpha-DG glycosylation AlphaScreen (IIH6); 0% Pro5, 100% B10-LARGE cell signal; activation, % at 10 µM; 360,000 tested, 0.22% active;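 active = activation of at least 8% versus controls, or a plate z-score of at least 8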;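 note: Pro5 are CHO cells carrying HIG-tagged alpha-DG that lacks glycosylation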
CaV13 ICDI inh = Disruptors of the CACNA1D IQ motif to Ca2+-dependent inactivation inhibitor domain association, primary screening, Förster resonance energy transfer in intact living …; HEK cells, CFP/YFP FRET ICDI-IQ, plate reader, 10 min; percent FRET-ratio fall versus neutral wells; inhibition, % at 12.3 µM; 340,000 tested, 0.098% active;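 active = mean replicate inhibition of at least 30% and at least 1% of replicates passing that level; inconclusive = only one of the two criteria is met; inactive = neither criterion is met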;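 note: 0% = median of the neutral control wells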
H9c2 protect = cardioprotection against H2O2-induced cell death, primary screen, uHTS, H9c2 cells, ATPLite luminescence | H9c2 cardiomyocytes, H2O2 injury protection, 2 h | protection from H2O2 cell death, % at 20 µM | 360,000 tested, 0.63% active;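 active = compounds giving at least 50% protection of heart cells from peroxide-induced death in the single-dose screen, raw or plate-pattern-corrected value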;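 note: 0% = DMSO wells with peroxide and 100% = DMSO wells without peroxide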
Vif imaging = HIV Vif self-association inhibitors, primary screen, imaging, HEK293T, single point; HEK293T cells, Vif self-association by quenched fluorescence, 24 h; inhibition, % at 7.49 µM; 340,000 tested, 0.35% active; AID 602346, 2012; in the data active = inhibition above about 50%, passing the limit was not always enough; inconclusive = no clear call, values can overlap the other calls; inactive = below about 31%; note: some results filed as inactive read as strong as hits
Exocytosis inh = LAMP-1 surface exposure blockers, TALL-104 cells – cell-based, flow cytometry, MLPCN library, primary screen; TALL-104 LAMP-1 surface exposure; cells stimulated with thapsigargin and PMA; inhibition, % at 10 µM; 360,000 tested, 0.66% active;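 active = inhibition above about 55%, limit read from the data; inconclusive = no clear call, values can overlap the other calls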
m5-HT2A agonist = mouse Htr2a agonists via beta-arrestin recruitment, primary screen, cell-based, luminescence; AID 624169, 2012; CHO-K1 mHTR2A beta-arrestin complementation; percent of 30 µM serotonin response; 5-hydroxytryptamine receptor 2A (Mus musculus), P35363; activation, % at 7.6 µM; 360,000 tested, 0.66% active;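 active = activation above a run cutoff, the mean activation of all tested compounds plus 3 SD, cut at about 14% in these data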;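 note: 0% = plate median of compound wells and 100% = 30 µM serotonin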
Target sequence (P35363 whole entry, looked up): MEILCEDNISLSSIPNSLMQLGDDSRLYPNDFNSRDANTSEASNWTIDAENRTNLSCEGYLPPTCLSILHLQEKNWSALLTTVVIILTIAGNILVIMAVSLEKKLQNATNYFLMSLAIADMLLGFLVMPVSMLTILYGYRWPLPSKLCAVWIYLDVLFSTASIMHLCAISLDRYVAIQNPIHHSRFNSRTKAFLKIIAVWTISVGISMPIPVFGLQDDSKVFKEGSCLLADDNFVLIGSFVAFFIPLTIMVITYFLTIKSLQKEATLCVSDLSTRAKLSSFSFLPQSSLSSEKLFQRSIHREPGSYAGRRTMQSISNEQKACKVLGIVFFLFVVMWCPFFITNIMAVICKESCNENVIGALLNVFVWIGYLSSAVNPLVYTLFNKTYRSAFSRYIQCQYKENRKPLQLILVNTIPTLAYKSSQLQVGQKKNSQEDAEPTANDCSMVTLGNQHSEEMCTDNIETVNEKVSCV
hiPSC survival = enhancers of single-cell hiPSC survival, primary screen, ATPlite luminescence; 100% = ROCK inhibitor wells, 0% = DMSO; survival enhancement, % at 20 µM; 360,000 tested, 0.044% active; in the data active = survival enhancement above about 18%;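 note: cells exposed to compounds for 16 hours before the ATP read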
Glyco luc inh = increase of ERlucT glycosylation luciferase signal, primary screen, N-linked glycosylation inhibitor project, D54 ERlucT cells, luminescence, set 2; reporter increase, % at 12.5 µM; AID 588692, 2011; D54 ERlucT glycosylation luciferase reporter, 24 h; percent of 100 nM tunicamycin response; 360,000 tested, 0.23% active;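 active = mean luciferase reporter signal, scaled so untreated is 0 and the glycosylation-blocking control 100, at or above a set limit in every replicate; inconclusive = mean reaches the limit but not every replicate does; inactive = mean below the limit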;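 note: luciferase carries N-glycosylation sites so blocking glycosylation raises the light; 0% = median of neutral control wells and 100% = median of 100 nM tunicamycin wells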
ABCB6 inh MLPCN = ABCB6 transporter inhibitors, primary screen, K562-ABCB6 cells, flow cytometry, MLPCN library; ATP-binding cassette sub-family B member 6 (Homo sapiens), Q9NP58; K562-ABCB6 porphyrin accumulation, 1 h; hits give low values; fluorescence ratio to DMSO, % at 10 µM; 360,000 tested, 0.19% active; AID 602162, 2011;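 active = fluorescence ratio to DMSO below 75%, the collection mean minus 3 SD; inconclusive = too few cells collected in the well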;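 note: signal is porphyrin accumulated inside mitochondria; 100% equals median channel fluorescence of DMSO control wells; lower ratio means ABCB6 inhibition with less porphyrin fluorescence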
* = called active by the depositor; ? = inconclusive; nt = no result given.

SMILES	PDI turbidity	aDG glyco up	CaV13 ICDI inh	H9c2 protect	Vif imaging	Exocytosis inh	m5-HT2A agonist	hiPSC survival	Glyco luc inh	ABCB6 inh MLPCN
COc1ccc(-c2nnn(CC(=O)N3CCN(c4ccccc4OC)CC3)n2)cc1	3	-0.1	-7	-4	-13	-1	2	-1.3	-1	98
Cc1oc2cc(O)ccc2c(=O)c1N1C(=O)c2ccccc2C1=O	14	0.4	-9	6	-3	0	-1	-0.3	0	95
CCOC(=O)c1ccc(NS(=O)(=O)c2cc(-c3nnnn3CC)ccc2OC)cc1	8	0.2	-3	1	-7	0	1	3.7	0	90
O=C(/C=C/c1cccc([N+](=O)[O-])c1)N(c1ccccn1)c1ccccn1	-4	-0.1	-4	0	-3	13	11	0.3	-2	101
COc1ccc(-c2noc(-c3ccc(Cl)cc3[N+](=O)[O-])n2)cc1OC	1	0.4	-16	0	-2	-5	-5	-0.7	2	93
CN(CC(=O)Nc1ccc(F)cc1)C(=O)CN1C(=O)NC2(CCCCC2)C1=O	-1	0.1	-5	1	0	20	-3	-2.6	-2	102
COC(=O)c1c(NC(C)=O)sc2c1CCCC2	-6	-0.3	-1	-8	-2	-1	-4	2.0	3	100
O=C(CSc1nc2[nH]ncc2c(=O)[nH]1)N1CCCC1	-6	0.1	-5	12	-5	1	0	2.4	3	92
CC(C)[C@@H](C(=O)N[C@@H](CCc1ccc(O)cc1)C(=O)O)N(C)C(=O)[C@H](CO)NC(=O)[C@@H](O)[C@H](N)CCCCCCCCl	nt	-0.3	nt	0	2	7	-3	-1.3	-2	93
Cc1ccc(C(=O)NC(=C(Cl)Cl)S(=O)(=O)c2ccc(C)cc2)cc1	-9	0.7	-11	-8	-3	1	-6	0.1	?	90
O=C(Cc1n[nH]c(=O)c2ccccc12)OCc1c(Cl)cccc1Cl	-2	-0.1	-2	8	4	-8	6	-0.3	-12	102
COc1ccc(CC(=O)Nc2ccc(C(N)=O)cc2)cc1	9	0.4	-2	2	11	0	1	1.4	3	97
CN(C(=O)CSc1nnc(-c2cccs2)n1N)c1ccccc1	-2	-0.2	-5	1	9	1	9	2.1	0	95
Cc1ccccc1OCCC(=O)Nc1cc(S(=O)(=O)N2CCOCC2)ccc1OC(C)C	-4	0.2	-6	-1	8	-2	-7	0.2	0	95
O=C(CCN=C1NS(=O)(=O)c2ccccc21)OCC(=O)c1ccccc1	-1	0.1	-6	-4	-1	1	4	0.2	2	98
O=C(O)/C=C\c1ccccc1Oc1ccc(F)cc1	7	0.6	-2	-5	-21	6	9	-0.7	-1	97
CCOc1ccc(C(=O)CCC(=O)Nc2ncccc2O)cc1	4	-0.1	-5	-3	nt	10	6	-0.1	2	100
O=C1CCC(=O)O1	nt	-0.2	nt	15	29	-2	5	2.3	1	94
Cc1ccnc2nc(C(=O)OCC(=O)NC3CCC(C)CC3)nn12 (stereo not given)	6	-0.1	-6	4	9	-2	2	0.7	0	101
c1ccc(CNc2nnnn2-c2ccccc2)cc1	-5	0.5	-4	1	-4	-1	1	-0.2	-2	95
CCc1nc2c(OCC=C(C)C)cccn2c1N(C)C(=O)c1ccc(OC)cc1	5	-0.6	-5	32	-5	-12	-2	1.7	-2	95
O=C(O)CNC(=O)CCCn1nnc2ccccc2c1=O	4	0.2	-2	0	-5	2	6	-0.7	1	99
N=C(N)SCc1nc2ccccc2c(=O)n1-c1ccccc1Cl	1	-0.2	nt	9	4	3	-5	1.1	-1	100
O=C(c1ccco1)N1CCN(S(=O)(=O)c2cc(Cl)ccc2Cl)CC1	0	0.0	-1	0	0	-8	-2	-0.6	1	98
CCc1ccc(C(=O)NCc2ccc(Cl)cc2)cc1	6	0.2	-5	5	1	1	-2	-1.1	-2	103
New compounds follow:
SMILES	PDI turbidity	aDG glyco up	CaV13 ICDI inh	H9c2 protect	Vif imaging	Exocytosis inh	m5-HT2A agonist	hiPSC survival	Glyco luc inh	ABCB6 inh MLPCN
Cc1ccc(C(=O)NCc2ccncc2)cc1S(=O)(=O)Nc1cccc(C)c1C	6	0.0	-5	-6	-4	3	-1	0.4	-2	94
CCCCN1C(=O)C2(NNc3ccccc3O2)c2ccccc21 (stereo not given)	11	-0.2	-15	-8	9	8	5	-1.0	1	323
Cn1c(CO)cnc1SCc1ccc([N+](=O)[O-])cc1	-2	0.3	nt	6	-2	3	-3	-1.9	-1	99
CNc1nc(OC)nc(N2CCOCC2)n1	-1	-0.1	-5	-5	8	0	5	1.0	1	94
O=C(O)C(NS(=O)(=O)c1ccccc1)C(O)c1ccccc1 (stereo not given)	1	-0.1	-19	-2	10	0	-3	0.1	1	93
O=C(Nc1ccccc1N1CCCC1)C1CCN(S(=O)(=O)c2ccccc2C(F)(F)F)CC1	14	-0.2	-4	3	-14	-4	3	-0.4	3	90
Cc1cccc(N(C)c2ccc3cc(S(=O)(=O)N4CCCC4)ccc3n2)c1	11	-0.2	-15	-10	2	-2	6	0.1	0	103
O=C(CCl)N(c1ccccc1)c1ccccc1	0	-0.1	-7	-20	-4	0	-4	-0.6	6	101
O=C(COC(=O)c1nc(Cl)c(Cl)c(Cl)c1Cl)c1ccc[nH]1	-11	0.1	-3	-1	-13	42	-13	0.7	15	99
CCOc1c2ccc(C(=O)NCc3ccc(C)cc3)cc2nn1CC	-9	0.3	-5	5	-9	-1	5	-0.7	1	100
CCOC(=O)c1c(NC(=S)Nc2ccc(C)cc2)sc2c1CCC2	0	0.0	-9	-18	-3	-5	-1	-0.4	1	90
COc1ccc(NC(=O)CSc2nnc(C(C)C)n2N)cc1	0	-0.4	-1	10	-1	2	3	-2.2	0	99
CSc1ccc(CN2CCC(C)(Oc3ccc(C(C)=O)cc3)C2)cc1 (stereo not given)	2	-0.2	-3	0	-1	-8	-4	-0.8	-3	94
COc1ccc(-c2noc(CSc3nnc(-c4ccccc4)n3C)n2)cc1	-1	0.1	-4	-10	-11	0	2	0.3	8	102
O=C(COC(=O)c1cccc(S(=O)(=O)NCc2ccccc2)c1)NCC1CCCO1 (stereo not given)	1	-0.2	-7	3	nt	1	-4	-0.6	1	100
O=C(CSCc1ccc(F)cc1)Nc1ccccc1	-9	-0.2	-9	0	nt	1	2	1.3	-2	92
COCCNC(=O)CN(CCc1ccccc1)S(=O)(=O)c1ccc(Br)cc1	0	0.3	-4	-4	-4	-9	3	2.5	-1	98
O=C(CCC1CCCC1)N1CCN(C(=O)c2ccco2)CC1	5	0.2	0	7	18	2	-2	-1.6	0	96
CCCCCCOC(=O)C(C#N)c1nc2ccccc2nc1N1CCOCC1 (stereo not given)	8	0.0	-8	1	182*	2	2	-1.7	0	93
COc1ccc(/C(N)=N/OC(=O)CC2CCCCC2)cc1OC	-1	0.1	-9	-11	-4	0	0	1.3	3	95
C/C(=N/Nc1ncc(Br)cn1)c1ccc(Br)cc1	0	0.0	6	3	-4	-4	-5	-0.6	2	99
Nc1ncnc2c1ncn2C1CCCC1	1	-0.1	-6	-3	-1	1	2	1.1	1	93
Cc1cc(C)cc(OCC(=O)OCc2nnc(-c3ccccc3)o2)c1	-1	-0.1	-5	-6	-5	7	-1	3.6	1	90
CCOc1ccc(-n2nnc3c(=O)n(CC(=O)N4CCCc5ccccc54)cnc32)cc1	nt	0.1	-3	-10	-5	-16	-9	-0.2	-4	102
Cc1ccc(C)c(OCCCC(=O)N2CCOCC2)c1	7	0.1	-5	2	2	0	0	-1.0	-1	94

3 entries from above, field by field:
O=C(CSCc1ccc(F)cc1)Nc1ccccc1
- PDI turbidity = -9
- aDG glyco up = -0.2
- CaV13 ICDI inh = -9
- H9c2 protect = 0
- Vif imaging = nt
- Exocytosis inh = 1
- m5-HT2A agonist = 2
- hiPSC survival = 1.3
- Glyco luc inh = -2
- ABCB6 inh MLPCN = 92
COCCNC(=O)CN(CCc1ccccc1)S(=O)(=O)c1ccc(Br)cc1
- PDI turbidity = 0
- aDG glyco up = 0.3
- CaV13 ICDI inh = -4
- H9c2 protect = -4
- Vif imaging = -4
- Exocytosis inh = -9
- m5-HT2A agonist = 3
- hiPSC survival = 2.5
- Glyco luc inh = -1
- ABCB6 inh MLPCN = 98
O=C(CCC1CCCC1)N1CCN(C(=O)c2ccco2)CC1
- PDI turbidity = 5
- aDG glyco up = 0.2
- CaV13 ICDI inh = 0
- H9c2 protect = 7
- Vif imaging = 18
- Exocytosis inh = 2
- m5-HT2A agonist = -2
- hiPSC survival = -1.6
- Glyco luc inh = 0
- ABCB6 inh MLPCN = 96

Full records as entered above. Order of screens: PDI turbidity, aDG glyco up, CaV13 ICDI inh, H9c2 protect, Vif imaging, Exocytosis inh, m5-HT2A agonist, hiPSC survival, Glyco luc inh, ABCB6 inh MLPCN
CNc1nc(OC)nc(N2CCOCC2)n1 is listed with -1, -0.1, -5, -5, 8, 0, 5, 1.0, 1, 94
CCOC(=O)c1c(NC(=S)Nc2ccc(C)cc2)sc2c1CCC2 is listed with 0, 0.0, -9, -18, -3, -5, -1, -0.4, 1, 90
Cc1cc(C)cc(OCC(=O)OCc2nnc(-c3ccccc3)o2)c1 is listed with -1, -0.1, -5, -6, -5, 7, -1, 3.6, 1, 90
COCCNC(=O)CN(CCc1ccccc1)S(=O)(=O)c1ccc(Br)cc1 is listed with 0, 0.3, -4, -4, -4, -9, 3, 2.5, -1, 98

Following part
SMILES	PDI turbidity	aDG glyco up	CaV13 ICDI inh	H9c2 protect	Vif imaging	Exocytosis inh	m5-HT2A agonist	hiPSC survival	Glyco luc inh	ABCB6 inh MLPCN
Cc1cccc(C)c1NC(=O)NN=C1CCCCC1	4	0.2	-5	8	-2	3	16*	0.5	0	99
Cc1cc(SCC(=O)NC2CCCCC2)nc2ccccc12	-4	0.3	-3	-6	1	98*	-4	1.2	1	99
CCOC(=O)C1(Cc2ccc(OC)cc2)CCN(C(=O)c2ccc3[nH]ccc3c2)CC1	5	0.0	-17	-9	-1	-3	0	0.7	18	101
COc1cc(/C=N/NC(=O)c2ccncc2)ccc1OCc1cnc(Cl)s1	-2	-0.2	-3	16	4	1	3	-0.7	1	98
CC(C)n1nc(C(=O)Nc2cccc(S(=O)(=O)N3CCCCC3)c2)c2ccccc2c1=O	0	-0.1	-5	1	-5	0	1	-0.5	-7	95
CC(C)N1C(=O)c2ccccc2NC(=O)C1C(=O)NCc1cccs1 (stereo not given)	nt	0.1	-10	nt	nt	16	1	nt	nt	nt
COc1cccc(Nc2nc(N)nc(C(F)(F)F)n2)c1	5	0.2	-5	2	-2	-4	5	3.5	3	101
Cc1cc(C)c(C(N)=O)c(Nc2cccc3ccccc23)n1	4	5.7*	nt	-24	-23	1	5	-1.7	2	100

An unsorted share of the library; overall some 3.1% were active at least once.
